p53 PUMA act = mutant p53 pathway re-activators, primary screen, cell-based, SW480, luciferase, single point, HTS. AID 624151, 2012. SW480 PUMA-promoter luciferase, p53 mutant reactivation. activation, % at 9.98 µM. 28,000 tested, 1.5% active; in the data active means activation above about 52%; inconclusive means no clear call, values can overlap the other calls
STK33 kin inh = STK33 kinase inhibitors, primary screen, biochemical, luminescence, ADP-Glo, MBP substrate; Serine/threonine-protein kinase 33 (Homo sapiens), Q9BYT3; inhibition, % at 12.5 µM; 27,000 tested, 0.44% active; AID 2322, 2010; in the data active means inhibition above about 20%; inconclusive means no clear call, values can overlap the other calls
Target sequence (Q9BYT3 whole entry, looked up): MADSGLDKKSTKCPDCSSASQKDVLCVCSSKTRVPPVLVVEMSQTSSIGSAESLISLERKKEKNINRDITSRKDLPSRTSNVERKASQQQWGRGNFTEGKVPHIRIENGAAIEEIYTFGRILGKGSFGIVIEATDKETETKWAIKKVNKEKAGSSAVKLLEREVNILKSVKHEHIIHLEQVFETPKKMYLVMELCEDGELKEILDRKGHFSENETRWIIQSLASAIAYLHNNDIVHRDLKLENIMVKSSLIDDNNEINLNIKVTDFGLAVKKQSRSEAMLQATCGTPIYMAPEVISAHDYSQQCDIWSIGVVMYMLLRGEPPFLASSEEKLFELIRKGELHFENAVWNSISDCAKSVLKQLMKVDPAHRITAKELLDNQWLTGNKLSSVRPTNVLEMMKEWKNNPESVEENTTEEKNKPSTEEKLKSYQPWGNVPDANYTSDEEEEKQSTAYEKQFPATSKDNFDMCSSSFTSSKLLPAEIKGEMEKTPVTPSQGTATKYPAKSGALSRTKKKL
Numbers without * were called inactive; ? = inconclusive; · = not tested or not shown. The list is partial (hit frequency here may not be typical).

Screens in order – p53 PUMA act	STK33 kin inh
1	C[C@H](CO)N1C[C@H](C)[C@@H](CN(C)Cc2ccc3c(c2)OCO3)Oc2ccc(NS(=O)(=O)c3ccc(F)cc3)cc2CC1=O
→ -6	·
2	COc1ccc(OC)c(S(=O)(=O)N(C)CC(=O)Nc2ccc3c(c2)OCCO3)c1
→ -13	-2
3	CC(=O)c1ccc(NC(=O)CSc2nc3cc(C)c(C)cc3[nH]2)cc1
→ 5	-2
4	CC(=O)Nc1ccc(S(=O)(=O)Nc2cccc(-c3cn4ccc(C)cc4n3)c2)cc1
→ ?	0
5	C[C@@H]1CN([C@@H](C)CO)C(=O)c2cc(NC(=O)Cn3cnnn3)ccc2O[C@@H]1CN(C)Cc1ccc(Oc2ccccc2)cc1
→ ·	1
6	COC(=O)[C@@]1(Cc2ccccc2)N=C(c2ccc(OCCCO)cc2)O[C@H]1c1ccccc1
→ ·	7
7	O=C(CSc1nnc(-c2ccc(Cl)cc2)n1-c1ccccc1)Nc1ccccc1C(F)(F)F
→ -12	3
8	COc1ccccc1S(=O)(=O)N(C)C[C@H]1OCc2cn(nn2)CCCC(=O)N([C@H](C)CO)C[C@@H]1C
→ 1	-2
9	CCCN(C)C[C@@H]1Oc2ncc(-c3ccccc3)cc2C(=O)N([C@@H](C)CO)C[C@@H]1C
→ 14	·
10	Cc1noc(C)c1NC(=O)Nc1ccc2c(c1)C(=O)N([C@@H](C)CO)C[C@H](C)[C@H](CN(C)Cc1ccncc1)OCCCC[C@H](C)O2
→ 8	·
11	CC(C)CC(NC(=O)N1CCCCCC1)C(=O)NC(Cc1cn(C)c2ccccc12)C(=O)NC(Cc1ccccn1)C(=O)O (configuration not stated)
→ 8	·
12	CC(C)C(=O)NC(c1cccc([N+](=O)[O-])c1)c1c(O)ccc2ccccc12 (configuration not stated)
→ 2	-1
13	Cc1c(C)c(C)c(C(=O)CCc2cccc(NC(=O)C3CCC3)c2)c(C)c1C
→ ·	0
14	COc1cccc(OC)c1-c1cc(C(=O)NC2(C(=O)O)C3CC4CC(C3)CC2C4)nn1-c1ccc(C(=O)N(C)CCCN(C)C)cc1C(C)C (configuration not stated)
→ 9	·
15	CCC(Sc1nnc2c(n1)[nH]c1ccccc12)C(=O)N1c2ccccc2Sc2ccccc21 (configuration not stated)
→ -15	-3
16	O=C(CCc1ccc(O)cc1)c1c(O)cc(O)cc1O
→ ·	35*
17	Cc1noc(C)c1S(=O)(=O)N(C)C[C@@H]1Oc2ccc(NS(=O)(=O)c3cn(C)cn3)cc2CC(=O)N([C@@H](C)CO)C[C@H]1C
→ 8	·
18	CC(C)C(=O)Nc1ccc([N+](=O)[O-])c(C(F)(F)F)c1
→ ·	-1
19	CS(=O)(=O)N(CC(=O)Nc1cc(Cl)ccc1Oc1ccccc1)c1ccc(F)c(Cl)c1
→ -7	4
20	Cc1ccc(S(=O)(=O)Nc2ccc3c(c2)CC(=O)N([C@H](C)CO)C[C@@H](C)[C@H](CN(C)S(=O)(=O)c2cccs2)O3)cc1
→ 3	2

Two entries drawn at random from those above:
Screens in order – p53 PUMA act	STK33 kin inh
7	O=C(CSc1nnc(-c2ccc(Cl)cc2)n1-c1ccccc1)Nc1ccccc1C(F)(F)F
→ -12	3
5	C[C@@H]1CN([C@@H](C)CO)C(=O)c2cc(NC(=O)Cn3cnnn3)ccc2O[C@@H]1CN(C)Cc1ccc(Oc2ccccc2)cc1
→ ·	1

(continued)
Screens in order – p53 PUMA act	STK33 kin inh
21	Cc1ccc(S(=O)(=O)N(C)C[C@@H]2Oc3ncc(C#CC(C)(C)O)cc3C(=O)N([C@H](C)CO)C[C@@H]2C)cc1
→ ·	0
22	COc1ccc(OC)c(-n2c(=S)[nH]c3cc(C(=O)Nc4ccc(C)c(Cl)c4)ccc3c2=O)c1
→ -21	·
23	C[C@@H]1CCCCO[C@@H](CN(C)Cc2ccc(C(=O)O)cc2)[C@@H](C)CN([C@@H](C)CO)C(=O)c2cc(NC(=O)Nc3ccc(F)cc3)ccc2O1
→ -2	·
24	CCc1c(C)sc(NC(=O)C2CC(c3cc(Cl)c(OC)cc3OC)=NO2)c1C#N (configuration not stated)
→ 9	2
25	CC(C)(O)CCC(=O)C(C)(O)C1C(O)CC2(C)C3CC=C4C(CC(OC5OC(CO)C(O)C(O)C5O)C(O)C4(C)C)C3(C)CCC12C (configuration not stated)
→ 0	0
26	C[C@H](NC(=O)C[C@H]1C[C@H]2c3cc(N(C)C)ccc3O[C@H]2[C@H](CO)O1)c1ccccc1
→ -10	·
27	COc1ccc(C(=O)c2oc3ccccc3c2NC(=O)COc2ccc(C)cc2)cc1
→ 22	0
28	COc1cc2nc3occc3c(OC)c2cc1OCC(OC(C)=O)C(C)(C)OC(C)=O (configuration not stated)
→ 0	0
29	O=C(CN(C1CCCCC1)S(=O)(=O)c1ccc(Br)cc1)Nc1c(F)cccc1F
→ -5	-1
30	Cc1ccc(S(=O)(=O)Nc2ccc3c(c2)C(=O)N([C@H](C)CO)C[C@H](C)[C@H](CN(C)CC2CCCCC2)OCCCC[C@@H](C)O3)cc1
→ ·	1
31	C[C@H]1CN([C@@H](C)CO)C(=O)Cc2cc(NS(C)(=O)=O)ccc2O[C@@H]1CN(C)Cc1ccc(Oc2ccccc2)cc1
→ ·	4
32	CCOc1ccccc1NC(=O)CN1C(=O)C(=O)c2ccccc21
→ -21	6
33	Cc1noc(C)c1S(=O)(=O)Nc1ccc2c(c1)C(=O)N([C@H](C)CO)C[C@H](C)[C@H](CN(C)C(=O)Nc1cccc3ccccc13)O2
→ ·	-1
34	Cc1ccc(NC(=O)c2ccc(NCc3cccnc3)c([N+](=O)[O-])c2)cc1Cl
→ 18	-1
35	COc1ccc(-n2c(/C=C/N(C)C)c([N+](=O)[O-])c3ccc(OC(C)=O)c(COC(C)=O)c32)cc1
→ -5	-2
36	C[C@@H]1CCCCO[C@@H](CN(C)Cc2ccncc2)[C@@H](C)CN([C@H](C)CO)C(=O)c2cc(NC(=O)Nc3ccc(C(F)(F)F)cc3)ccc2O1
→ ·	1
37	Cc1ccc(S(=O)(=O)N(C)CC(=O)Nc2ncc(C(F)(F)F)cc2Cl)cc1
→ -8	-5
38	C[C@@H]1CCCCO[C@@H](CN(C)C(=O)Nc2ccc(C(F)(F)F)cc2)[C@@H](C)CN([C@H](C)CO)C(=O)c2cc(NS(=O)(=O)c3cccs3)ccc2O1
→ ·	-2
39	CC(C)NC(=O)N(C)C[C@@H]1OCCCC[C@@H](C)Oc2ccc(NC(=O)CCCN(C)C)cc2C(=O)N([C@H](C)CO)C[C@@H]1C
→ 6	4
40	CNC[C@@H]1Oc2ccc(NC(=O)Nc3ccc(C(F)(F)F)cc3)cc2C(=O)N([C@@H](C)CO)C[C@H]1C
→ ·	-2

Single records (already shown).
Results for CNC[C@@H]1Oc2ccc(NC(=O)Nc3ccc(C(F)(F)F)cc3)cc2C(=O)N([C@@H](C)CO)C[C@H]1C = p53 PUMA act: ·; STK33 kin inh: -2
Results for C[C@@H]1CCCCO[C@@H](CN(C)Cc2ccncc2)[C@@H](C)CN([C@H](C)CO)C(=O)c2cc(NC(=O)Nc3ccc(C(F)(F)F)cc3)ccc2O1 = p53 PUMA act: ·; STK33 kin inh: 1

Going on with the list.
Screens in order – p53 PUMA act	STK33 kin inh
41	Cc1nn(Cc2cccc(C(=O)Nc3ccccc3F)c2)c(C)c1Cl
→ 29	0
42	COc1ccc(N(Cc2cc3cc(C)ccc3[nH]c2=O)C(=O)c2ccccc2)cc1
→ -9	4
43	C[C@H](CO)N1C[C@H](C)[C@@H](CN(C)C(=O)Nc2ccc(C(F)(F)F)cc2)Oc2c(NS(=O)(=O)c3cn(C)cn3)cccc2C1=O
→ 9	·
44	Cn1c(SCc2nc(-c3ccc(Cl)cc3)no2)nnc1-c1cccs1
→ -5	3
45	CC(=O)N[C@@H](CSC/C=C(\C)CC/C=C(\C)CC/C=C(\C)CCC=C(C)C)C(=O)O
→ 11	1
46	COC(=O)c1ccccc1NC(=O)CSc1nnc(-c2ccco2)n1-c1ccccc1
→ 4	-2
47	C[C@H](CO)N1C[C@H](C)[C@@H](CN(C)Cc2ccc(-c3ccccc3)cc2)Oc2ccc(NC(=O)CCC(F)(F)F)cc2C1=O
→ ·	-2
48	Cc1ccc(C)c(C(Nc2ccccn2)c2cc(Cl)c3cccnc3c2O)c1 (configuration not stated)
→ -17	3
49	COC(=O)c1ccc(CSc2nnc3n(N)cnn23)cc1
→ -12	·
50	CC#CC(=O)Nc1ccc2ncnc(Nc3cccc(Br)c3)c2c1
→ 1	0
51	Cc1ccc(S(=O)(=O)N(C)C[C@H]2Oc3c(NC(=O)Nc4ccc(C(F)(F)F)cc4)cccc3C(=O)N([C@@H](C)CO)C[C@@H]2C)cc1
→ -9	·
52	Cc1ccccc1C(C#N)C(CC#N)c1ccccc1 (configuration not stated)
→ -12	·
53	C[C@H](CO)N1C[C@H](C)[C@H](CN(C)S(=O)(=O)c2cccs2)Oc2ccc(NC(=O)Cc3cn(C)c4ccccc34)cc2CC1=O
→ -10	-1
54	COC(=O)c1cccc(NC(=O)COc2ccc(I)cc2)c1
→ 8	0
55	C[C@H]1CN([C@@H](C)CO)C(=O)c2cc(NC(=O)Nc3cccc4ccccc34)ccc2O[C@H]1CN(C)Cc1ccc(C(F)(F)F)cc1
→ ·	-1
56	O=C(Nc1ccc2c(c1)[C@@H]1C[C@@H](CC(=O)N3CCc4ccccc4C3)O[C@@H](CO)[C@@H]1O2)NC1CCCC1
→ -16	·
57	CC(C)NC(=O)Nc1ccc2c(c1)CC(=O)N([C@@H](C)CO)C[C@H](C)[C@@H](CN(C)C(=O)NC1CCCCC1)O2
→ ·	4
58	C[C@@H]1CCCCO[C@H](CN(C)C(=O)Cc2ccccc2)[C@H](C)CN([C@H](C)CO)C(=O)c2cc(NC(=O)c3ccncc3)ccc2O1
→ -5	·
59	C[C@@H]1CN([C@H](C)CO)C(=O)c2cc(NS(=O)(=O)c3ccccc3)ccc2O[C@@H](C)CCCCO[C@@H]1CN(C)Cc1ccc2c(c1)OCO2
→ -55	·
60	CCCC#Cc1cnc2c(c1)C(=O)N([C@H](C)CO)C[C@@H](C)[C@@H](CN(C)C(=O)c1cnccn1)O2
→ 12	·
61	Cc1ccc(NC(=O)c2ccc(OC(=O)CCN3C(=O)c4ccccc4C3=O)cc2)cc1
→ 102*	10
62	C[C@H](CO)N1C[C@H](C)[C@H](CN(C)C)Oc2c(NS(C)(=O)=O)cccc2C1=O
→ 7	·
63	Cc1ccccc1NC(=O)c1ccc(C)c(S(=O)(=O)Nc2cc([N+](=O)[O-])ccc2C)c1
→ 1	-2
64	Cc1noc(C)c1S(=O)(=O)N(C)C[C@H]1OCc2cnnn2CCCC(=O)N([C@H](C)CO)C[C@@H]1C
→ -2	0
65	Cc1oc2nc(SCC(=O)NC3CCCCC3)nc(N)c2c1C
→ -18	-3
66	CCC(=O)Nc1ccc(Cl)c(NC(=O)COc2ccccc2C)c1
→ 107*	3
67	C[C@@H]1CN([C@H](C)CO)C(=O)Cc2cc(NS(=O)(=O)c3ccc(Cl)cc3)ccc2O[C@@H]1CN(C)Cc1ccc2c(c1)OCO2
→ ·	1
68	C[C@@H]1CN([C@@H](C)CO)C(=O)Cc2cc(NC(=O)Nc3ccc4c(c3)OCO4)ccc2O[C@@H]1CN(C)Cc1ccccc1
→ -8	-3
69	O=C(CSc1n[nH]c(-c2ccc(Cl)cc2)n1)Nc1c(F)cc(F)cc1Br
→ -13	-1
70	C[C@H](CO)N1C[C@H](C)[C@H](CN(C)S(=O)(=O)c2ccc(F)cc2)Oc2ccc(NC(=O)Nc3ccc(F)cc3)cc2C1=O
→ -9	-1
71	C[C@@H]1CCCCO[C@H](CN(C)S(=O)(=O)c2ccc(Cl)cc2)[C@@H](C)CN([C@H](C)CO)C(=O)c2cc(NS(=O)(=O)c3cn(C)cn3)ccc2O1
→ ·	0
72	O=C(COc1ccc(Cl)cc1Cl)Nc1ccc(-c2nc3ccccc3s2)c(O)c1
→ 8	5
73	O=C(CSC1CC(=O)N(c2cccc(Cl)c2)C1=O)Nc1ccc(Br)cc1 (configuration not stated)
→ -3	3
74	COc1ccc(NC(=O)N(C)C[C@H]2Oc3ccc(NS(=O)(=O)c4ccccc4)cc3C(=O)N([C@H](C)CO)C[C@@H]2C)cc1
→ 2	·
75	C[C@H](CO)N1C[C@H](C)[C@H](CN(C)S(=O)(=O)c2ccccc2)Oc2ccc(NS(=O)(=O)c3cccs3)cc2C1=O
→ ·	-1
76	COc1ccc2[nH]c(I)c(CCNC(C)=O)c2c1
→ 5	·
77	C[C@@H]1CN([C@@H](C)CO)C(=O)c2cccc(NC(=O)c3ccncc3)c2O[C@H]1CN(C)C(=O)Nc1ccc(C(F)(F)F)cc1
→ 14	·
78	C[C@H]1CN([C@@H](C)CO)C(=O)c2cc(NC(=O)C3CCCCC3)ccc2O[C@H]1CN(C)Cc1ccncc1
→ ·	-2
79	C[C@@H]1CCCCO[C@H](CN(C)Cc2ccncc2)[C@H](C)CN([C@@H](C)CO)C(=O)c2cc(NC(=O)Nc3ccccc3)ccc2O1
→ -6	·
80	C[C@@H]1CN([C@H](C)CO)C(=O)c2cc(C#CC3CCCCC3)cnc2O[C@H]1CN(C)S(=O)(=O)c1ccc(F)cc1
→ -20	·
81	C[C@H]1CN([C@@H](C)CO)C(=O)Cc2cc(NC(=O)Nc3cccc4ccccc34)ccc2O[C@H]1CN(C)Cc1ccc(Oc2ccccc2)cc1
→ ·	-1
82	C[C@@H]1CN([C@@H](C)CO)C(=O)c2cc(-c3cccc(C(=O)N(C)C)c3)cnc2O[C@H]1CN(C)S(=O)(=O)c1ccc(F)cc1
→ 10	·
83	COc1ccc(NC(=O)CNC(=O)c2ccco2)cc1Cl
→ 49	-4
84	C[C@@H]1CCCCO[C@@H](CN(C)C(=O)Nc2ccc(F)cc2)[C@@H](C)CN([C@H](C)CO)C(=O)c2cc(NS(=O)(=O)c3ccc(Cl)cc3)ccc2O1
→ ·	7

Compound activity from PubChem BioAssay.
